Bioassay records as filed in PubChem BioAssay.
PglD DTNB: PglD (C. jejuni) enzyme inhibition | actives 0.098% (n = 360,000) | purified PglD enzyme, DTNB colorimetric CoA detection | inhibition, % at 12.5 µM | AID 602405; in the data active = inhibition above about 16%, passing the limit was not always enough; also: strong numbers were not always called active
S100A4 inh HTS: S100A4-myosin IIA interaction inhibition; P26447; S100A4/TAMRA-MyoIIA peptide fluorescence polarization; inhibition, % at 10.7 µM; actives 0.14% (n = 360,000); AID 652163;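 active = mean inhibition of at least 70% across replicates, with every replicate also reaching that level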
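Test system: S100A4 monomer protein. Medium: HEPES buffer with Ca2+, pH 7.2. Reagent: fluorescent myosin IIA peptide, 5 nM. Compound dosing: single-point compound testing. Timing: 5 min between mix addition and reading. Benchmarks: DMSO neutral and TFP positive wells.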
PGC1a acetyl inh: PGC1a acetylation modulation, inhibitor mode; inhibition, % at 15.6 µM; actives 0.17% (n = 350,000); AID 651687; U2OS PGC1a acetylation, AlphaScreen anti-acetyl-lysine; with virally co-expressed GCN5 acetyltransferase;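 active = every replicate shows inhibition of at least 40%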;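 also: 0% = neutral control wells and 100% = positive control wells; some results beyond the cut were filed as inactive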
LGR2 inh: blocks bursicon-induced cAMP signaling via Drosophila LGR2 | HEK293 LGR2, CRE-luciferase, bursicon-stimulated, 4 h | inhibition, % at 9.99 µM | actives 0.35% (n = 380,000);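 active = drop in luminescence signal, shown as inhibition above about 50% in the replicate tests, limit read from the data, passing the limit was not always enough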;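 also: agonist challenge used bursicon conditioned medium at about half maximal strength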
EWS-Fli block: inhibitors of EWS/Fli oncoprotein transcriptional activity | A673 NR0B1-luciferase reporter, viability-normalised | inhibition, % at 12.6 µM | actives 0.67% (n = 350,000);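 active = mean inhibition of at least 50% after viability correction, with every replicate also passing that limit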;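 also: firefly luciferase signal divided by Alamar Blue viability fluorescence both relative to DMSO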
PAX8 reporter: inhibitors of PAX8 transcriptional activity in RMG-I cells. RMG-I TPO-luciferase reporter, SteadyGlo, 24 h. inhibition, % at 12.6 µM. actives 1.2% (n = 360,000). AID 652154;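 active = mean replicate inhibition at least 60% with every replicate also reaching 60%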;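 also: luciferase light reporting Pax8 driven TPO promoter activity; plate controls were median of neutral control wells for no effect and mitoxantrone controls for full effect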
ERAP1 inh: blocks human ERAP1 aminopeptidase activity. inhibition, % at 10.7 µM. Q9NZ08. actives 0.15% (n = 340,000). recombinant ERAP1, Leu-AMC fluorescence, 60 min;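 active = mean replicate inhibition of at least 30%, or all replicates individually reaching that 30% level; inactive = mean below 30% and not every replicate reaching it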;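 also: 0% = neutral control wells and 100% = L-leucinethiol positive control wells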
Target sequence (Q9NZ08 whole entry, looked up): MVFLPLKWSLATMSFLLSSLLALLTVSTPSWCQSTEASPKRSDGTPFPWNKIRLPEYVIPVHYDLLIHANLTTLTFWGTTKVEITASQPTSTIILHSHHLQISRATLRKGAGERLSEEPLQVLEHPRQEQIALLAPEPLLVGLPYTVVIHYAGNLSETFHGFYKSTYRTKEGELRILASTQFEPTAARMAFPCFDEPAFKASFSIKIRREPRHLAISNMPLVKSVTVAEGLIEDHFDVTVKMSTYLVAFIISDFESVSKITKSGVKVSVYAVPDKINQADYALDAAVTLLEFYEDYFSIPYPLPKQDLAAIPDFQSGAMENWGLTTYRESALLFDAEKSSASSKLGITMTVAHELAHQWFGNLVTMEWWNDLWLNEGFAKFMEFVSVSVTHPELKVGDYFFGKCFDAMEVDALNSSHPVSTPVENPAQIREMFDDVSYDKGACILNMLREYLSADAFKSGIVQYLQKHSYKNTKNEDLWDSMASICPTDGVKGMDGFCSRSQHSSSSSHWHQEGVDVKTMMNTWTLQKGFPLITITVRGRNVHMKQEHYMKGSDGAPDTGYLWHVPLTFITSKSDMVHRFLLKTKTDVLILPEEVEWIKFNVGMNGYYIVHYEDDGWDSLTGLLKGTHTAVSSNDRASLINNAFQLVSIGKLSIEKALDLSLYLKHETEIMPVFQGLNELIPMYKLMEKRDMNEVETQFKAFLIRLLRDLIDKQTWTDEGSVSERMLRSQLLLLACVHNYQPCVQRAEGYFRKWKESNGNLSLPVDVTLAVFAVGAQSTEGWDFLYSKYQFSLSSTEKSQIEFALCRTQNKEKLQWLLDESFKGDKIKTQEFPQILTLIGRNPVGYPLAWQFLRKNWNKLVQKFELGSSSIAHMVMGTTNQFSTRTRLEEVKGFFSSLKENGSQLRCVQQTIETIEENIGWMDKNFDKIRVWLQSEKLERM
FN deposition inh: fibronectin deposition inhibition. actives 0.086% (n = 350,000). inhibition, % at 12.6 µM. AID 743247. AH1F fibroblasts, Alexa488-fibronectin deposition fluorescence, overnight;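 active = mean inhibition across replicates of 30% or more, regardless of how many single replicates reach that level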;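 also: positive control wells lacked labelled fibronectin entirely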
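Assay system: AH1F fibroblasts / Quantity: 10000 cells per well / Medium: DMEM plus 2% serum, read in PBS / Reagent: labelled fibronectin 24 nM / Dosing: single dose, pinned / Times: 1 h cell attachment, overnight exposure to compound and label / Signal: fluorescence, ex 485 nm, em 525 nm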
An asterisk follows results filed as active; . = not tested or not shown; & = joins results of further samples.

mol	PglD DTNB	S100A4 inh HTS	PGC1a acetyl inh	LGR2 inh	EWS-Fli block	PAX8 reporter	ERAP1 inh	FN deposition inh
COC(=O)c1cnc(Nc2cc(C)ccc2OC)c2ccccc12	-5	0	-10	6	8	8	0	-4
Cc1cc(O)c(C=Nc2ccc(N3CCOCC3)cc2)c(C)c1Cl	-4	26	.	-5	1	3	-4	-1
COc1ccccc1-c1cnc2c(c1)C(=O)N([C@@H](C)CO)C[C@@H](C)[C@@H](CN(C)Cc1ccccc1)O2	1	-10	-10	-13	-11	13	0	-17
Cc1noc(C)c1S(=O)(=O)Nc1ccc2c(c1)C(=O)N([C@@H](C)CO)C[C@H](C)[C@H](CN(C)C(=O)CCCN(C)C)OCCCC[C@H](C)O2	5	.	10	6	-4	8	.	.
COc1ccc(S(=O)(=O)N(C)C[C@H]2OCCCC[C@@H](C)Oc3ccc(NC(=O)c4ccncc4)cc3C(=O)N([C@@H](C)CO)C[C@@H]2C)cc1	-1	-10	-3	6	-2	11	-1	11
Cc1c(C(=O)N2CCN(C(c3ccccc3)c3ccccc3)CC2)oc2ccccc12	-1	5	-2	15	14	24	0	-10
CC(C)(C)c1cc(=O)n(-c2ccccc2)[nH]1	.	-9	.	9	-5	-21	0	1
CCCCN(C(=O)CSCc1ccc(C)cc1)c1c(N)n(Cc2ccccc2)c(=O)[nH]c1=O	-4	-4	-12	9	1	2	2	5
Cc1nn(-c2ccccc2)c(C)c1C(=O)NNC(=O)C(F)(F)F	3	-5	1	9	5	-15	2	5
CCCc1cc(=O)[nH]c(SCC(=O)N2CCCC2=O)n1	1	-1	.	-17	2	-2	-2	.
Cc1ccc(N2C(=O)CC(N(CCc3ccccc3)C(=S)Nc3ccc(N(C)C)cc3)C2=O)cc1 (centres undefined)	6	.	-19	.	.	13	.	9
CC1(C)CC(=O)C/C(=N\NC(=O)c2cccs2)C1	-9	.	11	15	.	0	.	-17
CCOC(=O)C1(Cc2ccccc2)CCCN(CCCn2cccn2)C1 (centres undefined)	.	-1	-1	3	0	27	-2	-5
Cc1sc2nc(C(C)C)nc(SCC(=O)N3c4ccccc4CC3C)c2c1C (centres undefined)	5	.	1	29	.	-4	.	3
COc1ccccc1NC(=O)NC(=O)N(C(C)C)S(C)(=O)=O	2	.	8	20	.	.	.	-1
COc1cccc(NC(=O)N2CC(=O)N3[C@H](C2)[C@@H](c2ccc(C4=CCCC4)cc2)[C@@H]3CO)c1	.	-12	2	3	7	28	-2	-7
C[C@H]1CN([C@@H](C)CO)S(=O)(=O)c2ccc(C3=CCCC3)cc2O[C@H]1CN(C)C(=O)c1ccccc1	-2	-4	-10	15	7	.	6	.
O=C(Nc1ccc(Cl)cc1Cl)c1ccc2c(=O)n3c(nc2c1)CCC3	7	-1	.	-52	-86	-192	2	-1
C[C@@H]1CN([C@H](C)CO)C(=O)c2cc(NC(=O)CCCN(C)C)ccc2O[C@@H](C)CCCCO[C@@H]1CN(C)S(=O)(=O)c1ccc(Cl)cc1	-1	-4	0	-4	-10	3	-4	-7
COc1cc(NC(=O)c2cncc(-c3ccc(C#N)cc3)c2)cc(C(=O)Nc2cccc(C(F)(F)F)c2)c1	-3&4	1&-1	7&5	11&4	5&9	16&-15	-4	-13&-9
O=C(C1CCCN(Cc2ccccc2F)C1)N1CCCC1 (centres undefined)	7	28	2	4	3	-13	0	-2
COc1cccc(S(=O)(=O)Nc2ccc3c(c2)[C@H]2C[C@H](CC(=O)N[C@@H](C)c4ccccc4)O[C@@H](CO)[C@H]2O3)c1	2	-3	-9	13	-5	10	1	.
COc1ccc(CCNC(=O)C(CCC(N)=O)NS(=O)(=O)c2ccc(Cl)cc2)cc1OC (centres undefined)	3	-4	-17	5	9	-4	-2	1
CCCCC(=O)Nc1ccc(C(=O)Nc2cc(C(F)(F)F)ccc2Cl)cc1	-1	.	6	10	.	18	.	-3
Cc1ccccc1-c1cc(C(=O)NCc2cccc(C(F)(F)F)c2)nn1CC1CC(c2cccc([N+](=O)[O-])c2)=NO1 (centres undefined)	2	-5	-24	.	22	-16	0	-2
CCc1nn(C(CC)C(=O)NCCCN2CC(C)CC(C)C2)c(=O)c2cc3oc(C)cc3n12 (centres undefined)	4	-9	-5	0	14	18	1	-10
CC(C)Cn1c(=O)c2ccccc2c2ccccc2c1=O	-1	-4	-7	11	7	.	-4	.
CCCCCCCC1=NN(c2ccc(S(=O)(=O)O)cc2)C(=O)C1N=O (centres undefined)	.	0	-2	15	-3	0	-1	4
Cc1cc(C)n2c(NC3CCCCC3)c(-c3ccccn3)nc2n1	.	-14	.	7	-2	1	1	-13
Nc1nc2ccccc2n1C(=O)c1cccs1	2	-1	-16	9	-31	-21	-2	3
O=C1Nc2ccccc2-c2nnnn2C1N1CCCC1 (centres undefined)	.	-1	.	10	23	18	-1	7
C[C@@H]1CN([C@@H](C)CO)S(=O)(=O)c2ccc(-c3ccccc3)cc2O[C@@H]1CN(C)C(=O)Nc1ccccc1F	-1	-7	9	9	3	.	-5	-7
CN1C[C@H]2[C@@H](c3ccccc31)[C@@H](CO)N2C(=O)CN1CCOCC1	0	3	9	-14	2	-3	-2	.
COc1ccc(-c2cnc3c(NC(C)=O)cc(-c4ccccc4CN(C)C)cn23)cc1OC	-2	-1	11	11	8	-26	12	-1
CC(C)[C@H](NC(=O)c1ccco1)C(=O)OCC(=O)Nc1cccc(F)c1	.	-5	.	-3	0	13	-3	-1
COc1cccc(-c2nn(C)c3sc(C(=O)NCc4ccc(C)o4)cc23)c1	6	.	-10	.	.	3	.	1
O=C(c1ccccn1)N1CC[C@@H]2[C@@H](CO)Nc3ccc(-c4ccccc4)cc3[C@@H]21	-2	-1	9	-1	-22	-7	1	-9
Cc1ccccc1N1CCN(C2CCCN(C(=O)CCC(F)(F)F)C2)CC1 (centres undefined)	3	1	24	8	-1	10	-2	-1
CN(C)c1ccc(P(=O)(OC2CCCCC2)C(O)c2ccncc2)cc1 (centres undefined)	-5	1	-3	-3	6	-11	1	-2
CCNS(=O)(=O)c1ccc(C(=O)OCc2cc(=O)oc3cc(OC)ccc23)cc1	-6	-9	.	-8	4	-3	5	0
COc1ccc(S(=O)(=O)Nc2ccc3c(c2)C(=O)N([C@@H](C)CO)C[C@@H](C)[C@H](CN(C)S(=O)(=O)c2cccs2)OCCCC[C@@H](C)O3)cc1	2	-47	-7	-1	6	-4	2	-1
CCOC(=O)c1ccc(NC(=O)CNC(=O)C23CC4CC(CC(C4)C2)C3)cc1	1	-1	-17	9	.	.	0	.
CCOc1cc(/C=N\NC(=O)c2c(C)nc3ccccn23)ccc1O	5	-6	22	5	-9	3	-2	-1
Cc1cccc(-n2c(C)cc(C)c(C#N)c2=O)c1	.	-8	.	5	7	20	1	2
Cc1ccc(CNc2nc(NCc3ccccc3)nc3ccsc23)c(C)c1	-1	-4	10	5	20	22	2	-6
O=C(COC(=O)c1cc(-c2cccs2)nn1-c1ccccc1)Nc1ccc(F)c([N+](=O)[O-])c1	.	37	17	13	10	-1	-1	-8
CC(C)N(Cc1nc(COc2ccccc2)no1)Cc1nccn1C	.	2	11	-2	-5	5	.	2
CC(C)N(C[C@H]1N[C@H](CO)[C@@H]1c1ccc(C2=CCCCC2)cc1)C(=O)CN(C)C	.	-31	.	2	-1	.	-1	-6
COc1cc(NC(=S)NC(=O)CC(C)C)ccc1NC(=O)c1cc2ccccc2o1	5	10	14	-13	4	-1	-4	1
C[C@@H]1CN([C@@H](C)CO)C(=O)Cc2cc(NC(=O)Cn3cnnn3)ccc2O[C@H]1CN(C)S(=O)(=O)c1cn(C)cn1	-1	13	9	9	4	-6	0	.

5 consecutive compounds from above:
mol	PglD DTNB	S100A4 inh HTS	PGC1a acetyl inh	LGR2 inh	EWS-Fli block	PAX8 reporter	ERAP1 inh	FN deposition inh
O=C(COC(=O)c1cc(-c2cccs2)nn1-c1ccccc1)Nc1ccc(F)c([N+](=O)[O-])c1	.	37	17	13	10	-1	-1	-8
CC(C)N(Cc1nc(COc2ccccc2)no1)Cc1nccn1C	.	2	11	-2	-5	5	.	2
CC(C)N(C[C@H]1N[C@H](CO)[C@@H]1c1ccc(C2=CCCCC2)cc1)C(=O)CN(C)C	.	-31	.	2	-1	.	-1	-6
COc1cc(NC(=S)NC(=O)CC(C)C)ccc1NC(=O)c1cc2ccccc2o1	5	10	14	-13	4	-1	-4	1
C[C@@H]1CN([C@@H](C)CO)C(=O)Cc2cc(NC(=O)Cn3cnnn3)ccc2O[C@H]1CN(C)S(=O)(=O)c1cn(C)cn1	-1	13	9	9	4	-6	0	.

Complete entries from above. Order of screens: PglD DTNB, S100A4 inh HTS, PGC1a acetyl inh, LGR2 inh, EWS-Fli block, PAX8 reporter, ERAP1 inh, FN deposition inh
CC(C)N(Cc1nc(COc2ccccc2)no1)Cc1nccn1C as listed: ., 2, 11, -2, -5, 5, ., 2
CCNS(=O)(=O)c1ccc(C(=O)OCc2cc(=O)oc3cc(OC)ccc23)cc1 as listed: -6, -9, ., -8, 4, -3, 5, 0

Pulled one by one from the entries so far (two):
mol	PglD DTNB	S100A4 inh HTS	PGC1a acetyl inh	LGR2 inh	EWS-Fli block	PAX8 reporter	ERAP1 inh	FN deposition inh
COc1cccc(-c2nn(C)c3sc(C(=O)NCc4ccc(C)o4)cc23)c1	6	.	-10	.	.	3	.	1
CC(C)N(Cc1nc(COc2ccccc2)no1)Cc1nccn1C	.	2	11	-2	-5	5	.	2

Carrying on.
mol	PglD DTNB	S100A4 inh HTS	PGC1a acetyl inh	LGR2 inh	EWS-Fli block	PAX8 reporter	ERAP1 inh	FN deposition inh
COc1ccccc1C(=O)Nc1ccnn1C1CCN(Cc2csc(C(C)=O)c2)CC1	.	-9	7	1	2	9	0	4
Cc1cccc(-c2nnc(NC(=O)c3ccco3)s2)c1	-1	-2	-1	-47	-77	-209	-1	10
Cc1cc(NC(=O)CSc2nc3cc(Cl)ccc3c(=O)n2C(C)C)no1	.	1	.	1	11	0	3	3
COc1ccccc1NC(=S)N(Cc1ccc(C(=O)O)cc1)Cc1ccc(OC)c(OC)c1	-9	-23	.	-8	7	5	1	11
C/C(Cn1nnc2ccccc21)=N\OC(=O)c1cc(F)c(F)cc1Cl	.	2	-9	-19	4	-90	-15	-3
